Bioassay records (PubChem BioAssay)
TNAP activators: stimulation of alkaline phosphatase TNAP activity – biochemical, luminescent, no phosphate acceptor, uHTS, primary screen (AID 1001); purified TNAP, luminescent activation assay, no phosphate acceptor; higher activation fold means a stronger effect; one-dose activation fold at 20 µM; EC50 in µM for titrated hits; 0.03% of 200,000 active; in the data active = activation fold from about 3, or a potency from the dose series; inactive = the rest, 99 in 100 with activation fold below about 1.6; note: many of its hits are not listed in these tables
PMI inhibitors: inhibitors of human PMI, primary screen, biochemical, fluorescence intensity, coupled assay (AID 1209) | purified PMI enzyme, coupled fluorescence intensity; higher % means a stronger effect | inhibition, % at 20 µM, or IC50 in µM where a hit was titrated | 0.42% of 190,000 active; in the data active = inhibition above about 50%;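 note: plate controls were DMSO vehicle for no effect and wells lacking substrate for full effect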
Myeloid diff MLP: promotes myeloid progenitor differentiation; ER-HoxA9 myeloid progenitors, lysozyme-GFP differentiation, flow cytometry; calls only at 10 µM; 1% of 360,000 active;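 active = normalized GFP-positive differentiation at or above the plate's own cutoff, the solvent-only control mean plus 3 SD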;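 note: cells exposed to compound for four days before flow analysis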
MT stabilizer: microtubule stabilization, imaging screen; % tubulin-high responders, % at 10 µM; 0.83% of 200,000 active; HeLa tubulin immunostaining HCS, 24 h; share of cells brighter than vehicle mean+2SD; AID 2205;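 active = plate Z-score above 3 for both tubulin-high and condensed-nucleus cell shares, with cell loss under 80%, at 10 µM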;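 note: anti alpha tubulin signal scored within the nucleus-defined area of each cell; some results filed as inactive read as strong as hits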
Ins promoter up: MIN6 insulin promoter up-regulation; AID 1625; MIN6 insulin promoter-GFP reporter, high-content imaging; stronger effect = higher value; 0.3% of 190,000 active; z-score at 5 µM;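 active = z-score above 3 at 5 µM with at least 500 cells counted in the well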
bCat nuc transl: beta-catenin nuclear translocation modulation. 0.3% of 190,000 active. AID 1665. nuclear translocation activity, % at 5 µM. HeLa beta-catenin nuclear translocation, immunofluorescence imaging;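 active = nuclear translocation activity above 50% at 5 µM, with a well cell count of 50 or more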;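 note: per-cell ratio of nuclear to cytoplasmic median beta-catenin stain intensity; plate controls were DMSO negative control for no effect and GSK-3 inhibitor IX positive control for full effect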
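Assay system: human HeLa cells, native beta-catenin; doses: 5 µM primary, 0.02–20 µM confirmation; incubation: compound treatment 24 h, 37°C, 5% CO2; technique: fluorescence imaging of beta-catenin antibody stain plus DAPI; measure: % activation, nuclear-to-cytoplasmic median beta-catenin signal ratio per cell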
Hep lipid drop: modulators of hepatic lipid droplet formation; AML12 mouse hepatocytes, oleate lipid droplets, BODIPY imaging; inhibition, % at 6.5 µM; 0.4% of 240,000 active;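 active = lipid droplet intensity inhibited by at least 50%, with more than 500 cells counted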
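Assay system: AML12 mouse liver cells | Compound: 6.5 µM single-point dosing | Schedule: Overnight exposure | Technique: Fluorescence imaging, 20x objective, two fields per well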
T cell modulator: T cell immune modulation candidate; 2C CD8+ T cell-vesicle binding, flow cytometry; stronger effect = lower value; calls only at 7 µM; 0.068% of 330,000 active;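 active = response, share of CD8 T cells binding vesicles, and their 90th percentile fluorescence all below set limits, cut at about 80% in these data, passing the limit was not always enough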
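material = purified 2C TCR transgenic mouse naive CD8+ T cells | controls = Unloaded micro-vesicles (low), QL9 vesicles with 0.7% DMSO (high) | detection = cytometric PE anti-B7-1 and Alexa647 anti-CD8 signals after 1% paraformaldehyde fixation | incubation = binding step 1.5 h, 37 °C, antibody labelling 20 min, ice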
Dynein transport: dynein cargo transport inhibition | z-score, hits read low | 0.47% of 220,000 active | 3617.4 mouse cells, GR-EGFP nuclear translocation imaging; test concentration mostly 20 µM; stimulated with dexamethasone, 1 µM; stronger effect = lower value;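 active = plate z-score of nuclear minus cytoplasmic receptor signal below a set negative limit, without overly bright fluorescence or cell loss, cut at about -3.5 in these data, passing the limit was not always enough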;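 note: z-score of nuclear minus cytoplasmic ring GR-EGFP intensity difference per well; some compounds called inactive have numbers as strong as hits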
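Also added: dexamethasone, 1.0 µM final. Medium: tet-free, stripped-serum medium. Detection: fixed, Hoechst-stained cells imaged at 10x for EGFP. Read-out: nuclear-to-cytoplasmic GR-EGFP distribution per well. Times: induction 48 h, compound 1 h, agonist 30 min.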
Dynein transport cytoplasmic EGFP: further read-out of Dynein transport, marked with its call; z-score; measured here: cytoplasmic GR-EGFP intensity; stronger effect = higher value
Dynein transport nuclear GR-EGFP: further read-out of Dynein transport, marked with its call; z-score; measured here: nuclear GR-EGFP intensity;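 lower value marks the stronger effect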
Dynein transport cell count: second read-out of Dynein transport, no call of its own (marks repeat the call); z-score; measured here: cell count per field
Ins promoter up cell count: also measured in Ins promoter up; calls as there; cell count; measured here: cytotoxicity, nuclei count;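 total cells summed across four imaged fields per well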
Hep lipid drop cells 6.5 µM: recorded beside Hep lipid drop, whose call it bears; cell count; measured here: cell count, cytotoxicity flag;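 cells counted across two imaged fields per well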
bCat nuc transl cell count 5 µM: further read-out of bCat nuc transl, marked with its call; cell count; measured here: cell count, cytotoxicity flag
T cell modulator vesicle-bound %: second read-out of T cell modulator, no call of its own (marks repeat the call); double positive events, %; measured here: CD8+ vesicle-bound cell fraction;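 binding gate set so that unloaded-vesicle control wells show 10% double positive cells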
MT stabilizer Hoechst-high %: recorded beside MT stabilizer, whose call it bears; % Hoechst-high responders; measured here: nuclear condensation Hoechst responders;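 share of cells brighter than vehicle mean plus two SD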
MT stabilizer cytotoxicity %: second read-out of MT stabilizer, no call of its own (marks repeat the call); toxicity, %; measured here: cytotoxicity by cell density;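 0% = mean cell density of plate MIN control wells and 100% = no cells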
Myeloid diff MLP GFP+ MAC1+ %: second read-out of Myeloid diff MLP, no call of its own (marks repeat the call); GFP+ MAC1+ double positive, %; measured here: differentiation confirmed by MAC1 staining
An asterisk follows results filed as active; i = inactive; · = no result given.

SMILES	TNAP activators	PMI inhibitors	Myeloid diff MLP	Myeloid diff MLP GFP+ MAC1+ %	MT stabilizer	MT stabilizer Hoechst-high %	MT stabilizer cytotoxicity %	Ins promoter up	Ins promoter up cell count	bCat nuc transl	bCat nuc transl cell count 5 µM	Hep lipid drop	Hep lipid drop cells 6.5 µM	T cell modulator	T cell modulator vesicle-bound %	Dynein transport	Dynein transport cytoplasmic EGFP	Dynein transport nuclear GR-EGFP	Dynein transport cell count
Nn1c(SCC(=O)Nc2ccc(Oc3ccccc3)cc2)nnc1C1CC1	1.1	0.5%	i	7.7	3.4	1.4	3.7	·	·	-4.1	531	14.1	763	i	28.0	0.103	-0.243	-0.0857	-0.856
NC(=O)c1cccc2c(=O)oc3ccccc3c12	1.1	21.2%	i	1.8	3.0	1.8	6.1	0.91	1161	·	·	-5.0	728	i	20.5	-0.645	-0.287	-0.289	0.109
Cc1ccc(CNC(=O)Cn2ccc3ccccc3c2=O)o1	1	13.3%	i	1.6	2.2	4.3	8.5	0.71	1948	1.0	1047	0.2	642	i	38.5	0.228	-0.023	0.456	0.066
Cc1nc2sc3c(c2c2nc(-c4ccco4)nn12)CCCC3	1.1	6.4%	·	·	3.8	2.8	4.8	-1.6	1207	·	·	19.9	692	·	·	-0.253	-0.223	0.699	-0.196
CC(CCn1cccn1)NC(=O)c1cc(COc2ccc(F)cc2F)on1 (stereo not drawn)	1	8.2%	i	0.1	3.2	1.7	2.8	0.98	1564	-0.6	1520	1.1	620	i	59.6	-0.371	-0.22	-0.0206	0.377
CCOC(=O)C(C(C)=O)c1c(Br)c(O)c(O)c2c(C(=O)c3ccc(C)cc3)coc12 (stereo not drawn)	0.9	21.0%	i	3.3	9.1	6.1	19.0	-8.04	602	0.4	1089	·	·	i	14.3	-0.237	-0.0437	0.424	-1.2
CCCc1cc(=O)[nH]c(Nc2ccc(O)cc2)n1	1	16.5%	i	6.9	1.3	1.7	4.5	0.44	889	-3.0	1096	1.7	784	i	15.1	0.0753	-0.171	0.1	-1.05
COc1ccccc1-n1c(SCC(=O)N2CCOCC2)nc(O)c(Cc2ccccc2)c1=O	1.1	13.3%	i	2.9	4.9	3.9	10.9	0.32	1306	·	·	-5.2	714	i	38.7	0.875	0.0238	0.479	-0.457
O=C(NCCCN1CCN(c2cccc(Cl)c2)CC1)C1CCC(=O)N1Cc1ccccc1Cl (stereo not drawn)	1.1	10.2%	i	1.4	1.4	1.5	7.2	-1.94	975	-0.4	1410	·	·	·	·	-0.267	-0.213	-0.295	0.781
COc1ccc(/C=C/C(=O)Nc2ccccc2)cc1S(=O)(=O)N1CCOCC1	·	·	i	0.3	·	·	·	-0.4	1374	-2.4	1101	4.9	730	i	30.3	-0.764	-0.186	-0.423	0.542
COc1ccc(/C=N/NC(=O)c2ccn[nH]2)cc1COc1ccc(Cl)cc1	1.1	14.4%	i	0.6	3.3	1.4	8.3	0.51	1636	-0.2	1449	·	·	i	46.2	-1.34	-0.219	-0.097	1.88
CCOc1ccc(Nc2nc(N)nc(CN(C)C3CCCCC3)n2)cc1	0.9	13.9%	i	0.0	2.1	2.6	7.2	-0.64	1110	1.0	444	-12.2	761	i	51.6	0.0731	-0.231	1.16	-0.957
Cc1onc(-c2ccccc2)c1C(=O)Nc1nc(-c2ccc(F)c(F)c2)cs1	1.1	13.5%	i	2.4	11.4	11.4	0.8	-0.42	1282	-3.0	1215	12.3	798	i	60.7	-0.633	-0.322	-0.123	0.227
CNC(=O)NC(=O)C(C)OC(=O)CCCSc1nc2ccccc2s1 (stereo not drawn)	0.9	-2.7%	i	0.5	2.4	2.7	9.5	0.57	1307	·	·	-0.9	640	i	16.5	-0.189	-0.0705	-0.406	0.157
Cc1ccc(NC(=S)N(Cc2ccc(Cl)cc2)Cc2ccc(C(=O)O)cc2)cc1Cl	1	10.5%	i	0.2	1.8	2.6	10.7	-0.77	1273	1.8	1053	7.8	705	i	32.8	1.59	-0.0171	0.858	-1.35
CCOC(=O)/C(C#N)=C/c1cn(CCC(=O)O)nc1-c1ccc(F)cc1	1.1	6.1%	i	0.2	1.5	3.1	8.0	-0.31	1332	-0.6	1045	-7.2	704	i	6.3	0.0142	-0.0762	0.211	-1.74
CCOC(=O)/C(C#N)=C/c1c(OCC)n(CC)c2ccccc12	1	13.2%	i	0.3	1.7	1.0	6.6	-0.73	1375	-2.0	857	-4.7	638	i	28.1	-0.323	-0.218	-0.205	1.38
Cn1c(C(=O)NCc2cccs2)cc2c(=O)n(C)c3ccccc3c21	1.1	-2.2%	i	4.3	10.9	3.3	5.1	-0.1	993	-6.5	1165	·	·	i	32.3	0.162	-0.267	0.304	0.503
CCCS(=O)(=O)N1CCC(C(=O)NCCCN(CC)c2cccc(C)c2)CC1	1.1	10.9%	i	0.6	3.7	2.9	8.0	0.2	1863	3.1	1060	10.7	637	i	23.4	-0.457	-0.159	-0.234	0.678
CCOc1ccc(Cc2nnc(N)s2)cc1OCC	1.1	6.3%	i	1.2	4.5	0.8	3.5	-0.33	1175	0.9	1005	-1.6	728	i	54.5	2.74	-0.254	2.04	-1.32
COc1ccc(-n2cnnc2SCc2ncc(-c3ccccc3)o2)cc1	1.1	-0.2%	i	0.8	4.5	2.9	2.6	0.21	1292	-3.6	1010	·	·	i	50.6	-0.362	-0.258	0.255	-0.746
CN(C)C=NC(=O)c1ccc(N2CCN(c3ncc(C(F)(F)F)cc3Cl)CC2)cc1	1	15.5%	i	0.6	1.2	1.5	7.4	0.41	1108	4.2	1206	-7.7	643	i	28.7	-1.58	0.0224	-0.799	0.774
Cc1ccc(NC(=O)c2nn(C34CC5CC(CC(C5)C3)C4)cc2[N+](=O)[O-])cc1	1	7.1%	i	7.3	2.8	1.2	5.8	-1.01	789	0.6	1446	·	·	i	42.1	-0.786	-0.0585	0.271	0.414
Cc1c(Cl)ccc2c(C(=O)NCCN3CCCCC3)cc(-c3ccccn3)nc12	0.9	-8.1%	i	0.5	8.5	1.5	6.3	1.22	1424	-1.4	1440	·	·	i	17.2	0.135	-0.258	0.375	0.218
COc1ccccc1N1CC(C(=O)Nc2ccc(S(=O)(=O)N3CCOCC3)cc2)CC1=O (stereo not drawn)	1.1	-1.9%	i	0.6	2.0	1.0	5.2	·	·	·	·	13.6	835	i	37.9	0.715	-0.206	1.04	-0.0892
SMILES	TNAP activators	PMI inhibitors	Myeloid diff MLP	Myeloid diff MLP GFP+ MAC1+ %	MT stabilizer	MT stabilizer Hoechst-high %	MT stabilizer cytotoxicity %	Ins promoter up	Ins promoter up cell count	bCat nuc transl	bCat nuc transl cell count 5 µM	Hep lipid drop	Hep lipid drop cells 6.5 µM	T cell modulator	T cell modulator vesicle-bound %	Dynein transport	Dynein transport cytoplasmic EGFP	Dynein transport nuclear GR-EGFP	Dynein transport cell count
Cc1ccccc1OCC(=O)NCCC1=CCCCC1	1	-13.6%	i	0.9	4.4	2.8	8.7	0.24	1141	-0.2	544	-21.8	748	i	20.7	2	-0.264	0.444	-0.858
Cc1cc(NC(=O)c2cc(S(=O)(=O)N3CCCCC3)ccc2C)n(-c2ccccn2)n1	1	8.2%	i	0.4	1.8	1.9	4.7	-1.81	1096	2.7	771	·	·	i	43.4	-0.00974	-0.218	-0.211	0.396
CCOC(=O)C1C(c2ccc(O)c(OCC)c2)NC(=S)NC1(O)C(F)(F)F (stereo not drawn)	1	-6.6%	i	1.0	1.9	1.9	8.1	0.24	1417	-3.7	1449	·	·	i	67.6	0.387	-0.197	0.923	0.0141
CSc1nc(-c2ccccc2)[nH]c(=S)c1C(C)=O	0.9	-4.8%	·	·	1.9	0.6	3.4	1.13	945	·	·	-0.6	821	i	41.3	-0.446	-0.335	-0.404	0.89
Cc1cc(C)n(CC(O)Cn2c3ccccc3c3ccccc32)n1 (stereo not drawn)	1.1	9.0%	·	·	2.7	2.1	8.9	0.44	859	0.9	1010	4.2	801	i	58.1	0.419	-0.251	0.178	-0.519
CC(C)NC(=O)CN1CCN(C(=O)CCl)CC1	1.1	-27.2%	i	1.6	2.6	2.8	4.2	0.03	1248	-1.9	1180	31.6	666	i	43.6	-0.776	-0.166	-0.394	0.185
COc1ccc(-c2nn(-c3ccccc3)cc2/C=N/Nc2ccc(Cl)c(C(=O)O)c2)cc1OC	·	·	i	0.3	·	·	·	-0.12	1110	0.0	1301	9.3	746	i	35.4	0.699	-0.282	0.225	0.407
CCOC(=O)c1ccc(N=c2sc(C(=O)OC)cc(=O)n2Cc2ccco2)cc1	1.1	25.7%	i	1.6	57.6	4.6	80.6	0.09	1095	3.5	976	8.3	578	i	22.6	-6.34*	0.636*	-2.12*	-0.35*
COc1ccc(-n2c(Cc3cc(=O)[nH]c(=O)[nH]3)nnc2SCC(=O)Nc2cc(C(F)(F)F)ccc2Cl)cc1	1.1	-3.3%	i	0.3	1.9	1.6	1.2	·	·	0.6	1083	5.0	701	i	39.6	1.25	-0.237	0.662	-0.334
